Screening data: PubChem, National Center for Advancing Translational Sciences (NCATS)
PTHR1 ag – qHTS for PTHR1 Agonists: Primary Screen | HEK293 GP2 PTHR1 cells, GloSensor cAMP luminescence, 1 h | Potency, µM (top dose mostly 115 µM), inactives show at the top dose activation, hits mostly activators | 0.075% of 410,000 active | AID 743266, 2014; note: potency is the fitted concentration of half-maximal effect; nearly all actives have a fitted effect of over 55% in size; some results filed as inactive show a strong effect at the top dose; inactives centre near -15; many of its hits are not listed in these tables
Target sequence (Q03431 whole entry, looked up): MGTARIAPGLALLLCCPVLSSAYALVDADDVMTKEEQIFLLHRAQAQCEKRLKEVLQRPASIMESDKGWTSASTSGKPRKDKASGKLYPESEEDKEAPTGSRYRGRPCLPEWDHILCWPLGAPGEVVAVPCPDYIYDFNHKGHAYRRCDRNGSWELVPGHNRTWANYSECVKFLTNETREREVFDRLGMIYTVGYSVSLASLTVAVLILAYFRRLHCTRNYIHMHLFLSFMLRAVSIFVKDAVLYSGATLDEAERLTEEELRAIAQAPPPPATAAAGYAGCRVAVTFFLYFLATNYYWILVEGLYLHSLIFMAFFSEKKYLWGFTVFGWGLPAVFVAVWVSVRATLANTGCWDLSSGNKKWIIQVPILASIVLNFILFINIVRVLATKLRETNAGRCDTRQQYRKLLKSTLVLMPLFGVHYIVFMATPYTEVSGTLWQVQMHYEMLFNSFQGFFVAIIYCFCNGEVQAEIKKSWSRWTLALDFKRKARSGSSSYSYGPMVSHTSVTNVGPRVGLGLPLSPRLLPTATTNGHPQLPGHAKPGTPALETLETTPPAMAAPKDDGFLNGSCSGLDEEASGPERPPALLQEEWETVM
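HEK-293-derived GP2 cells expressing PTHR1 and a GloSensor cAMP reporter, 3,000/well, plated overnight, given luciferin plus IBMX (each 0.5 mM as added) for 1 h at 37 °C, then compound for 1 h at 37 °C. Luminescence was read after 15 min at room temperature.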
GLP-1R agonist – qHTS of GLP-1 Receptor Agonists; HEK293 GLP-1R CRE-luciferase, luminescence, 4-6 h; cells express a hypersensitive GLP-1R form; 0.007% of 380,000 active; AID 624172, 2012; Potency, µM (top dose mostly 45.6 µM), without a hit: at the highest dose activation, actives largely listed as activators; note: potency is the fitted concentration of half-maximal effect; % of control where 0% means no effect
Target sequence (P43220 whole entry, looked up): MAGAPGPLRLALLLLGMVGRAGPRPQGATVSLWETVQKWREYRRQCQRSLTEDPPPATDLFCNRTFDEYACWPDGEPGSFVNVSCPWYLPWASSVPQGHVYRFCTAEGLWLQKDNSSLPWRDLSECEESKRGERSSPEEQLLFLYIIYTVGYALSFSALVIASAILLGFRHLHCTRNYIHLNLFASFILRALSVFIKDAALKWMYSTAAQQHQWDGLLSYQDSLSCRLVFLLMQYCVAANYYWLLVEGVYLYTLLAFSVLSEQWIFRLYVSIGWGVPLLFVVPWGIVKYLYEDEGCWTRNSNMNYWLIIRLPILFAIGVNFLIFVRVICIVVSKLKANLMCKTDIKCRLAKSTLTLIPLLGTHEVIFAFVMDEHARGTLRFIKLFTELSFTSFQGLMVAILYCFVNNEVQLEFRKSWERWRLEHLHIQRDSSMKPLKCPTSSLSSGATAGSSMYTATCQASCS
KB-V1 cytotox – qHTS assay for MDR1-selective chemotherapeutics: Primary screen using the drug-selected MDR subline cells KB-V1; KB-V1 MDR cells viability, CellTiter-Glo, 72 h; Potency, µM (doses to about 46.1 µM), without a hit: at the highest dose activity change, negative = cytotoxicity, most hits filed as cytotoxic; 3.4% of 400,000 active; AID 1347076, 2019; note: potency is the fitted concentration of half-maximal effect; % is set by controls: 0 for no effect and ±100 for the full control effect; nearly all actives have a fitted effect of over 60% in size
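Compound-treated KB-V1 multidrug-resistant cells, 72 h, 37 degrees C; viability by CellTiter-Glo. Fitted qHTS curves give the values.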
DRD3 agonist – qHTS of D3 Dopamine Receptor Agonist: qHTS; AID 652048, 2013; 0.58% of 410,000 active; D3R DiscoveRx beta-arrestin cells, luminescence, 90 min; max activation, %; in the data active = max activation above about 30%; note: 0% is about no effect; mostly tested at two doses, the higher about 12 µM
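Agonist-mode cell screen: cells plated at 1500/well and incubated overnight at 37 °C, then exposed to library compounds for 90 min at 37 °C. Detection reagent was added for 30–60 min at room temperature, and luminescence was read.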
aSyn rescue – qHTS of alpha-syn Inhibitors. AID 652106, 2013. Potency, µM (series often up to 46.1 µM), for the others: at the highest dose growth rescue (activation), hits mostly activators. Yeast expressing alpha-synuclein, growth rescue, BacTiter-Glo, 24 h. 0.14% of 370,000 active; note: potency is the fitted concentration of half-maximal effect; % of control where 0% means no effect; nearly all actives have a fitted effect of over 65% in size
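Galactose-induced alpha-syn yeast (OD600=0.02, raffinose-pregrown) + pinned cpd, 24 hr, 30 deg C; growth by BacTiter-Glo luminescence. Growth restoration scores as activation.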
TDP-43 yeast inh – qHTS of TDP-43 Inhibitors; TDP-43 expressing yeast growth rescue, BacTiter-Glo, 24 h; Potency, µM (highest dose often 46.1 µM), inactives show at the top dose growth rescue (activation), actives largely listed as activators; 1.8% of 410,000 active; AID 652104, 2013; note: potency is the fitted concentration of half-maximal effect; % of control where 0% means no effect; nearly all actives have a fitted effect of over 50% in size
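Cell-based yeast growth screen: TDP-43 expression induced in galactose, inoculum OD600=0.02 after raffinose pregrowth to mid-log. Read-out BacTiter-Glo luminescence at 24 hr, 30 deg C; inhibition of toxicity seen as signal increase.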
D3 antag – qHTS of D3 Dopamine Receptor Antagonist: qHTS | D3R cells, DiscoveRx beta-arrestin luminescence, antagonist mode; stronger effect = lower value | max response, negative = inhibition, % | 2.5% of 360,000 active | AID 652054, 2013; in the data active = max response below about -50%; inconclusive = no clear call, values can overlap the other calls; note: % is set by controls: 0 for no effect and ±100 for the full control effect; mostly tested at two doses, the higher about 12 µM
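Cells expressing the human receptor were seeded at 1500 cells/well, incubated overnight at 37 degrees C in 5% CO2, then exposed to library compounds with dopamine controls for 90 minutes at 37 degrees C before luminescent detection.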
HEK293 tox – qHTS of GLP-1 Receptor Inverse Agonists: Cytotox Screen | 0.13% of 410,000 active | AID 624418, 2012 | HEK293 cAMP-luciferase reporter cells, luminescence, 24 h | Potency, µM (top dose mostly 38.3 µM), for inactives: at the top dose activity change, negative = inhibition, actives largely listed as inhibitors;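 note: loss of luciferase light is scored as toxicity; potency is the fitted concentration of half-maximal effect; % is set by controls: 0 for no effect and ±100 for the full control effect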
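Seeding density was 200 cells/uL; after overnight-length (12 h) culture, 23 nL compounds went on for 24 h at 37 °C. Readout used a luciferase detection reagent, luminescence taken after 12 min at room temperature.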
GLP1R inv ag – qHTS of GLP-1 Receptor Inverse Agonists (Inhibition Mode); 1.6% of 410,000 active; HEK293 GLP-1R CRE-luciferase, luminescence, 24 h; GLP-1R form is constitutively active; Glucagon-like peptide 1 receptor (Homo sapiens), P43220; Potency, µM (doses to about 38.3 µM), for inactives: at the highest dose activity change, negative = inhibition, usual class: inhibitors; AID 624417, 2012; note: potency is the fitted concentration of half-maximal effect; % is set by controls: 0 for no effect and ±100 for the full control effect; nearly all actives have a fitted effect of over 55% in size
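Inverse agonists were sought by their lowering of basal cAMP reporter luciferase output in HEK293 cells stably carrying constitutively active human GLP-1R, after 24 h compound treatment.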
The depositor's hits bear a star; [ ] = dose if it differs, or a comment. Unless noted, calls come from the whole dose curve; as a rule, active = well fitted curve in the direction sought with a large enough effect; inconclusive = small, poorly fitted or top-dose-only effect, or another doubt; inactive = no such curve, though single readings can be large; an effect the other way counts as inactive or inconclusive. Some of the compounds tested; rates above refer to the full screens.

Results for Cc1cccc(C(=O)N2CC3(C)CC2CC(C)(C)C3)c1 (stereo not given) ?
PTHR1 ag: inactive; GLP-1R agonist: 6%; KB-V1 cytotox: inconclusive; DRD3 agonist: 3; aSyn rescue: 2%; TDP-43 yeast inh: 23%; D3 antag: 26; HEK293 tox: -1%; GLP1R inv ag: 0%

How did CCCCCCc1ccc(-c2ncc(N)cn2)cc1 do in these assays?
PTHR1 ag: inactive; GLP-1R agonist: -5%; KB-V1 cytotox: 7%; DRD3 agonist: 10; aSyn rescue: -1%; TDP-43 yeast inh: inconclusive; D3 antag: 17; HEK293 tox: 8%; GLP1R inv ag: 0%

How did COc1ccc(-n2nc(C(=O)Nc3ccccn3)c3c4ccccc4n(C)c3c2=O)cc1 do in these assays?
PTHR1 ag: -18%; KB-V1 cytotox: 4%; DRD3 agonist: 0; TDP-43 yeast inh: inconclusive; HEK293 tox: 7%; GLP1R inv ag: 0%

How did O=c1[nH]c(=S)[nH]c2c1C(c1ccc(F)cc1)OC(CCC(F)(F)F)C2 (stereo not given) do in these assays?
PTHR1 ag: -19%; GLP-1R agonist: -2%; KB-V1 cytotox: 6%; DRD3 agonist: 9; aSyn rescue: -1%; TDP-43 yeast inh: 2%; D3 antag: 0; HEK293 tox: 5%; GLP1R inv ag: 4%

What do the screens show for `COc1ccc(-c2csc3ncnc(N4CCN(C(=O)c5ccco5)CC4)c23)cc1`?
PTHR1 ag: inactive; GLP-1R agonist: -1%; KB-V1 cytotox: -2%; DRD3 agonist: 5; aSyn rescue: inconclusive; TDP-43 yeast inh: inconclusive; D3 antag: 70; HEK293 tox: -11%; GLP1R inv ag: 4%

How did CC1CCN(S(=O)(=O)c2ccc3c(c2)CCN3C(=O)CCC(=O)O)CC1 do in these assays?
PTHR1 ag: inactive; GLP-1R agonist: -9%; KB-V1 cytotox: 10%; DRD3 agonist: 4; aSyn rescue: 1%; TDP-43 yeast inh: -7%; D3 antag: -15; HEK293 tox: -10%; GLP1R inv ag: -7%

How did CC(=O)N1CCCc2cc(S(=O)(=O)NC(C(=O)NCc3ccc(C)cc3)C(C)C)ccc21 (stereo not given) do in these assays?
PTHR1 ag: inactive; GLP-1R agonist: -11%; KB-V1 cytotox: 11%; DRD3 agonist: 0; aSyn rescue: -5%; TDP-43 yeast inh: 3%; D3 antag: 9; HEK293 tox: -23%; GLP1R inv ag: -13%

Results for CCCNc1sc(S(=O)(=O)CCC)nc1S(=O)(=O)c1ccc(C)cc1 ?
PTHR1 ag: -15%; GLP-1R agonist: 14%; KB-V1 cytotox: 2%; DRD3 agonist: -5; aSyn rescue: 0%; TDP-43 yeast inh: 18%; D3 antag: -9; HEK293 tox: 4%; GLP1R inv ag: -5%

Results for C=CCN=C1SCC(=O)N1S(=O)(=O)c1ccccc1 ?
PTHR1 ag: -25%; GLP-1R agonist: -10%; KB-V1 cytotox: 1%; DRD3 agonist: -4; aSyn rescue: -1%; TDP-43 yeast inh: 21%; D3 antag: 18; HEK293 tox: -3%; GLP1R inv ag: -9%

How did Cc1ncoc1C(=O)N1CCCC(N2CCN(c3cccc(C(F)(F)F)c3)CC2)C1 (stereo not given) do in these assays?
PTHR1 ag: -15%; GLP-1R agonist: -1%; KB-V1 cytotox: -8%; DRD3 agonist: -7; aSyn rescue: 9%; TDP-43 yeast inh: 11%; D3 antag: 2; HEK293 tox: 2%; GLP1R inv ag: -25%

What do the screens show for `COc1cccc(/C(O)=C2/C(=O)C(=O)N(c3ccccn3)C2c2ccc(OC)c(OC)c2)c1` (stereo not given)?
PTHR1 ag: inactive; GLP-1R agonist: -5%; KB-V1 cytotox: inconclusive; DRD3 agonist: -5; aSyn rescue: 3%; TDP-43 yeast inh: -4%; D3 antag: 29; HEK293 tox: 3%; GLP1R inv ag: 7%

How did Cc1ccnc(NC(=O)C2CCN(S(=O)(=O)c3cccc(C(F)(F)F)c3)CC2)c1 do in these assays?
PTHR1 ag: inactive; GLP-1R agonist: 1%; KB-V1 cytotox: inconclusive; DRD3 agonist: 3; aSyn rescue: 3%; TDP-43 yeast inh: 22%; D3 antag: 18; HEK293 tox: -11%; GLP1R inv ag: inconclusive

What do the screens show for `Cc1ccc(-c2nnn(CC(=O)N3CCCCC3)n2)c(-n2cnnn2)c1`?
PTHR1 ag: inactive; GLP-1R agonist: -1%; KB-V1 cytotox: -4%; DRD3 agonist: 3; aSyn rescue: inconclusive; TDP-43 yeast inh: -6%; D3 antag: 1; HEK293 tox: 2%; GLP1R inv ag: 0%

Results for O=C(Nc1ccccc1Cl)O/N=C/c1ccc(F)cc1 ?
PTHR1 ag: -11%; GLP-1R agonist: 2%; KB-V1 cytotox: 12%; DRD3 agonist: 12; aSyn rescue: 2%; TDP-43 yeast inh: inconclusive; D3 antag: 8; HEK293 tox: 6%; GLP1R inv ag: 7%

Results for CC(C)CN(C(=O)CCCOc1ccc(Cl)cc1Cl)c1c(N)n(Cc2ccccc2)c(=O)[nH]c1=O ?
PTHR1 ag: -3%; GLP-1R agonist: -8%; KB-V1 cytotox: -16%; DRD3 agonist: -10; aSyn rescue: -4%; TDP-43 yeast inh: 8%; D3 antag: 0; HEK293 tox: inconclusive; GLP1R inv ag: inconclusive

How did COc1ccc(Cc2nc3ccc(C(=O)NCc4ccccc4C)cc3o2)cc1 do in these assays?
PTHR1 ag: -54%[inhibitor]; DRD3 agonist: -12; TDP-43 yeast inh: -18%; HEK293 tox: -25%; GLP1R inv ag: 0%

How did O=C(CCc1nc2ccccc2c(=O)[nH]1)N1CCN(S(=O)(=O)c2ccccc2Br)CC1 do in these assays?
PTHR1 ag: -5%; GLP-1R agonist: -15%; KB-V1 cytotox: -23%; DRD3 agonist: 0; aSyn rescue: 2%; TDP-43 yeast inh: 23%; D3 antag: 7; HEK293 tox: inconclusive; GLP1R inv ag: inconclusive

What do the screens show for `CC(C)(C)OC(=O)C[C@@H]1C/C=C\C[C@H](CC(=O)NCCO)C(=O)N[C@H](Cc2ccccc2)COC1=O`?
PTHR1 ag: -24%; GLP-1R agonist: -9%; KB-V1 cytotox: inconclusive; DRD3 agonist: 12; aSyn rescue: -1%; TDP-43 yeast inh: 13%; D3 antag: 2; HEK293 tox: -13%; GLP1R inv ag: -8%

What do the screens show for `CCc1ccccc1NC(=O)c1cc(S(=O)(=O)N2CCC(C)CC2)cn1C`?
PTHR1 ag: -12%; GLP-1R agonist: 0%; KB-V1 cytotox: inconclusive; DRD3 agonist: 62*; TDP-43 yeast inh: 10%; HEK293 tox: 2%; GLP1R inv ag: -16%

Results for CCCCOC(=O)Nc1nc2ccccc2s1 ?
PTHR1 ag: -11%; GLP-1R agonist: -2%; KB-V1 cytotox: 3%; DRD3 agonist: -3; aSyn rescue: 3%; TDP-43 yeast inh: 16%; D3 antag: 46; HEK293 tox: -4%; GLP1R inv ag: 10%

Among those listed so far, these have two or more sulfur atoms:
Results for CCCNc1sc(S(=O)(=O)CCC)nc1S(=O)(=O)c1ccc(C)cc1 ?
PTHR1 ag: -15%; GLP-1R agonist: 14%; KB-V1 cytotox: 2%; DRD3 agonist: -5; aSyn rescue: 0%; TDP-43 yeast inh: 18%; D3 antag: -9; HEK293 tox: 4%; GLP1R inv ag: -5%

Results for C=CCN=C1SCC(=O)N1S(=O)(=O)c1ccccc1 ?
PTHR1 ag: -25%; GLP-1R agonist: -10%; KB-V1 cytotox: 1%; DRD3 agonist: -4; aSyn rescue: -1%; TDP-43 yeast inh: 21%; D3 antag: 18; HEK293 tox: -3%; GLP1R inv ag: -9%

(cont.)
How did CCC(C)NS(=O)(=O)c1ccc(OCC(=O)N2CCCCC2)cc1 (stereo not given) do in these assays?
PTHR1 ag: inconclusive; GLP-1R agonist: 0%; KB-V1 cytotox: -1%; DRD3 agonist: 0; aSyn rescue: -2%; TDP-43 yeast inh: -18%; D3 antag: -5; HEK293 tox: -20%; GLP1R inv ag: 10%

What do the screens show for `CN(CC(=O)NC(=O)NCc1ccco1)Cc1nc2ccccc2c(=O)[nH]1`?
PTHR1 ag: -23%[57.5 µM]; GLP-1R agonist: -8%; KB-V1 cytotox: 12%; DRD3 agonist: -20; aSyn rescue: 10%; TDP-43 yeast inh: -19%; D3 antag: -11; HEK293 tox: inconclusive; GLP1R inv ag: -5%

What do the screens show for `CC(C)c1ccc(NC(=O)c2ccc(F)c(S(=O)(=O)N3CCCC3)c2)cc1`?
PTHR1 ag: inactive; DRD3 agonist: 7; TDP-43 yeast inh: -15%; HEK293 tox: 3%; GLP1R inv ag: -13%

How did O=C(Cn1c(C2CC2)nc2ccccc2c1=O)Nc1ccc(Br)cc1 do in these assays?
PTHR1 ag: -5%; GLP-1R agonist: -6%; KB-V1 cytotox: 4%; DRD3 agonist: 2; aSyn rescue: 6%; TDP-43 yeast inh: 4%; D3 antag: 2; HEK293 tox: 12%; GLP1R inv ag: 4%

How did Cc1ccc2[nH]c(=O)c(CN(CCc3ccccc3)Cc3nnnn3CC3CCCO3)cc2c1 (stereo not given) do in these assays?
PTHR1 ag: -23%; GLP-1R agonist: 11%; KB-V1 cytotox: 15µM*; DRD3 agonist: -2; aSyn rescue: -1%; TDP-43 yeast inh: -5%; D3 antag: 5; HEK293 tox: -29%; GLP1R inv ag: 24%

How did Cc1ccc(CNC(=O)CSc2nc3ccccc3c(=O)n2CCCO)cc1 do in these assays?
PTHR1 ag: -1%[57.5 µM]; GLP-1R agonist: 5%; KB-V1 cytotox: 2%; DRD3 agonist: 8; aSyn rescue: 5%; TDP-43 yeast inh: -10%; D3 antag: 7; HEK293 tox: -17%; GLP1R inv ag: 20%
